Screening results: PubChem, several laboratories
ABHD5 PLIN5 PPI = blocks binding of human ABHD5 to perilipin-5. inhibition, % at 4 µM. Split G. princeps luciferase complementation, luminescence, 4 h. Q00G26+Q8WTS1. AID 602281. hit rate 0.78% among 360,000;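 active = inhibition above the mean inhibition across every tested compound plus 3 SD, cut at about 22% in these data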;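 note: 0% = DMSO only wells and the 100% control is not disclosed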
Target sequence (Q00G26 whole entry, looked up): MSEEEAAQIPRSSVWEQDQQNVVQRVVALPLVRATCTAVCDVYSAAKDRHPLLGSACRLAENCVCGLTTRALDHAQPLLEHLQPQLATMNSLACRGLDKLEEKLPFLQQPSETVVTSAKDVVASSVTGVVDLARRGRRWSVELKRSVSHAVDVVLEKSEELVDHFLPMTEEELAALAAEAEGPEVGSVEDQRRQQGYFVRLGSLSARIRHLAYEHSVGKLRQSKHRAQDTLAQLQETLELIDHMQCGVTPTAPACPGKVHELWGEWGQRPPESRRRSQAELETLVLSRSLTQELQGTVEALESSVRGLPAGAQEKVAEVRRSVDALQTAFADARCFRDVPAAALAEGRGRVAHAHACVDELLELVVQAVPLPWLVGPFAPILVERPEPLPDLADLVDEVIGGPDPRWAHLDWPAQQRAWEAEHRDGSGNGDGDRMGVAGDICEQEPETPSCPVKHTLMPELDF
Target sequence (Q8WTS1 whole entry, looked up): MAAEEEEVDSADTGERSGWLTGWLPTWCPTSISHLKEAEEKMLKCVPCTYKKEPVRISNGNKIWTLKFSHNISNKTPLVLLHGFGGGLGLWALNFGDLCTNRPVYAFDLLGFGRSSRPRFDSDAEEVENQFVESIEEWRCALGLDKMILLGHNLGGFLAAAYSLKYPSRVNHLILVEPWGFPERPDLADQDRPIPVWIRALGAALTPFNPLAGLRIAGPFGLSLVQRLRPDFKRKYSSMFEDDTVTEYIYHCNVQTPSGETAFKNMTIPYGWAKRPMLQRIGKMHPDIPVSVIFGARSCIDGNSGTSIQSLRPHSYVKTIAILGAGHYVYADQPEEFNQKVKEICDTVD
Cardio protect = protects H9c2 cardiomyocytes from peroxide injury; H2O2 injury protection, ATPLite, 2 h; protection from H2O2 cell death, % at 20 µM; hit rate 0.63% among 360,000;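 active = compounds giving at least 50% protection of heart cells from peroxide-induced death in the single-dose screen, raw or plate-pattern-corrected value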;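 note: 0% = DMSO wells with peroxide and 100% = DMSO wells without peroxide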
Glyco luc inh = blocks N-linked glycosylation in D54 reporter cells; hit rate 0.23% among 360,000; reporter increase, % at 12.5 µM; D54 ERlucT glycosylation luciferase reporter, 24 h; percent of 100 nM tunicamycin response;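 active = mean luciferase reporter signal, scaled so untreated is 0 and the glycosylation-blocking control 100, at or above a set limit in every replicate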;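 note: luciferase carries N-glycosylation sites so blocking glycosylation raises the light; 0% = median of neutral control wells and 100% = median of 100 nM tunicamycin wells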
aDG glyco up = increases alpha dystroglycan glycosylation | AID 624168 | Pro5-aDG cells, alpha-DG glycosylation AlphaScreen (IIH6); 0% Pro5, 100% B10-LARGE cell signal | hit rate 0.22% among 360,000 | activation, % at 10 µM;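 active = activation of at least 8% versus controls, or a plate z-score of at least 8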;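 note: Pro5 are CHO cells carrying HIG-tagged alpha-DG that lacks glycosylation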
hiPSC survival = increases survival of single human iPS cells; hit rate 0.044% among 360,000; AID 602274; hiPSC single-cell survival, ATPlite luminescence; 100% = ROCK inhibitor wells, 0% = DMSO; survival enhancement, % at 20 µM; in the data active = survival enhancement above about 18%;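 note: cells exposed to compounds for 16 hours before the ATP read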
m5-HT2A agonist = agonists of mouse serotonin 5-HT2A receptor (HTR2A) | activation, % at 7.6 µM | CHO-K1 mHTR2A beta-arrestin complementation, luminescence; percent of 30 µM serotonin response | AID 624169 | hit rate 0.66% among 360,000 | P35363;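 active = activation above a run cutoff, the mean activation of all tested compounds plus 3 SD, cut at about 14% in these data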;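 note: 0% = plate median of compound wells and 100% = 30 µM serotonin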
Granule exo inh = lytic granule exocytosis inhibition; TALL-104 LAMP-1 surface exposure, flow cytometry; cells stimulated with thapsigargin and PMA; inhibition, % at 10 µM; hit rate 0.66% among 360,000; AID 651702;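 active = inhibition above about 55%, limit read from the data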
ABCB6 inh MLPCN = blocks the human ABCB6 transporter | Q9NP58 | K562-ABCB6 porphyrin accumulation, flow cytometry, 1 h; stronger effect = lower value | fluorescence ratio to DMSO, % at 10 µM | hit rate 0.19% among 360,000 | AID 602162;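 active = fluorescence ratio to DMSO below 75%, the collection mean minus 3 SD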;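 note: signal is porphyrin accumulated inside mitochondria; 100% equals median channel fluorescence of DMSO control wells; lower ratio means ABCB6 inhibition with less porphyrin fluorescence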
MC4R antagonist = human MC4R antagonism in cAMP assay. P32245. MC4R-expressing cells, MTII-stimulated cAMP, LANCE TR-FRET. inhibition, % at 6.5 µM. hit rate 0.48% among 360,000. AID 540295;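 active = inhibition above its plate's cutoff, the mean of tested wells on that plate plus 3 SD, cut at about 29% in these data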;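 note: 0% = Melanotan II alone and 100% = Melanotan II plus saturating MCL0020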
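Test system: U2OS cells stably expressing human melanocortin 4 receptor (MC4R); also added: Melanotan II challenge; compound: 6.5 µM single dose; timing: 30-min compound preincubation, 1-h Melanotan II challenge, 1-h detection, room temperature; signal: Eu-cAMP/anti-cAMP TR-FRET, emission 671 nm; repeats: one well per compound, no replicates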
MC4R barr agon = agonists of human melanocortin 4 receptor (MC4R) beta-arrestin | U2OS MC4R beta-arrestin complementation, luminescence; percent of melanotan II response, DMSO zero | activation, % at 8.9 µM | hit rate 0.98% among 360,000 | AID 540308;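 active = activation above a per-plate cutoff, the mean activation of sample wells on that plate plus 3 SD, cut at about 8% in these data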
The depositor's hits bear a star; x = not tested or not shown.

SMILES	ABHD5 PLIN5 PPI	Cardio protect	Glyco luc inh	aDG glyco up	hiPSC survival	m5-HT2A agonist	Granule exo inh	ABCB6 inh MLPCN	MC4R antagonist	MC4R barr agon
CCn1cc([N+](=O)[O-])c(C(=O)N2CCCCCC2)n1	-1	0	5	0.2	0.3	6	-2	100	5	1.6
COC(=O)c1cc(S(=O)(=O)N2CCN(c3ccccc3OC)CC2)cn1C	7	-2	-1	-0.1	-0.5	-1	-1	94	7	-0.9
CCOC(=O)c1cccc(NC(=O)CSc2nnnn2CC)c1	-7	13	-1	0.2	2.6	-5	-2	98	1	-1.4
COc1cc(/C(=C/c2ccccc2)c2ccccc2)c2c(c1)oc1ccccc12	-5	-13	-2	-0.4	-0.2	-1	-4	98	15	-0.1
Nc1nc2c(ncn2C2CCCC2)c(=O)[nH]1	4	-3	4	0.1	3.1	0	6	100	4	-1.9
O=S(=O)(c1cc(-c2nnc(-c3ccc(Br)cc3)o2)ccc1Br)N1CCCCCC1	12	-14	2	0.1	-3.3	3	-3	98	-4	0.0
COc1cccc(SCc2noc(C(=O)NCC3CCCO3)c2C(=O)O)c1 (stereo not drawn)	3	-3	4	-0.3	-2.4	-3	10	94	-3	0.0
OC1CCCN(CC(O)COC(c2ccc(F)cc2)c2ccc(F)cc2)C1 (stereo not drawn)	5	-3	0	0.1	-0.5	1	21	114	7	-0.8
O=C(Nc1cccnc1Cl)c1ccc(Cl)cc1	1	-1	-1	0.0	-0.2	-2	0	100	2	-1.4
O=C(COC(=O)/C=C/c1ccc(Cl)cc1)Nc1cccc(S(=O)(=O)NC2=NCCCCC2)c1	3	-4	-1	-0.2	-0.4	-3	2	99	10	-1.3
CC(=O)NC(c1cccc(F)c1)c1nc(-c2cc(F)cc(Cl)c2)cs1 (stereo not drawn)	5	-4	-3	0.0	-1.3	-3	-8	100	-2	-0.6
Cc1ccnc(NC(=O)Cc2ccc([N+](=O)[O-])cc2)c1	0	4	5	-0.5	-0.7	-1	-2	101	19	0.6
Cc1cccc2sc(NC(=O)C3CCCO3)nc12 (stereo not drawn)	-4	-1	0	0.0	1.9	-6	0	103	7	0.5
COc1ccc(CNC(c2ccccc2)c2ccc(Cl)cc2)cc1 (stereo not drawn)	-4	-7	-4	0.3	0.0	-1	12	97	4	1.6
O=C(Nc1c(C(=O)Nc2ccccc2)cnn1-c1ccccc1)c1ccco1	-7	4	0	-0.1	1.5	1	6	90	-1	-0.9
CCCS(=O)(=O)Nc1cccc(-c2cn3c(n2)SCC3)c1	-8	6	-1	0.0	-0.2	-1	-2	86	-6	-4.2
Cc1cc(NS(=O)(=O)c2ccc(NC(=O)NC(C)(C(F)(F)F)C(F)(F)F)cc2)no1	-6	5	2	-0.1	0.7	1	-4	102	3	0.2
CCN1CCc2[nH]c3ccccc3c2C1	0	2	1	0.2	-0.7	-9	-12	98	12	2.3
Cc1ccc(S(=O)(=O)N2CCOCC2)cc1NC(=O)COC(=O)Cc1cccs1	3	-1	1	-0.1	0.6	5	-8	101	-8	-2.6
Nc1n[nH]c2c1C1(CCCC1)Cc1ccccc1-2	4	-2	-4	0.1	3.4	1	-2	109	-3	-1.0
O=C1CCCC2=C1C(c1cccs1)n1nc(SCc3ccccc3)nc1N2 (stereo not drawn)	2	14	0	0.9	0.1	-2	2	55*	0	-2.7
Cc1noc(C)c1C(=O)N1CCN(Cc2ccccc2)CC1	5	1	2	0.1	4.3	-5	0	86	0	-2.0
c1ccc(COc2ccc(OCCN3CCCCC3)cc2)cc1	7	6	-2	0.4	-0.8	-1	4	95	-10	0.0
Cc1ccc(C(NC(=O)c2cccc(S(=O)(=O)N3CCN(C)CC3)c2)c2ccccc2)cc1 (stereo not drawn)	10	-2	-3	0.1	-0.3	-3	0	91	7	-1.1
Cc1nn(C)cc1CNC(=O)c1cnn2c1NC(c1ccc(Br)cc1)CC2C(F)(F)F (stereo not drawn)	10	2	6	0.0	0.6	-1	1	98	8	-1.1
CCn1cc(CN2CCCC(CNC(=O)COc3ccccc3OC)C2)c(C)n1 (stereo not drawn)	7	3	0	-0.1	0.2	6	-2	103	3	-1.8
Cc1c(C(=O)Nc2ccc(F)cc2)oc2ccc(S(=O)(=O)N3CCC4(CC3)OCCO4)cc12	-11	15	-7	0.2	4.9	0	1	99	-1	-0.2
Cc1cccc(-c2oc3ccc(-c4ccc5c(c4)OCO5)cc3c2C(=O)OCc2ccc(O)cc2)c1	3	-21	-4	0.6	-1.3	-4	4	92	-5	1.0
Cc1cc(C(=O)NCCCc2ccccc2)no1	0	2	1	1.0	-0.8	12	-1	100	4	-2.4
COc1ccc(NC2=CC(=O)CC(c3ccc(C)cc3)C2)c(OC)c1 (stereo not drawn)	19	11	2	1.6	-1.2	-4	-2	95	-3	-1.1
CC1Cc2ccccc2N1C(=O)C1CCN(S(=O)(=O)c2cccs2)CC1 (stereo not drawn)	0	3	-3	0.0	6.3	-2	1	99	20	2.2
CCc1ccc(S(=O)(=O)Nc2cc(SCC(=O)O)c(O)c3ccccc23)cc1	3	-32	7	8.1*	-2.9	-2	67*	99	-9	-1.5
CN1CCN(C(=O)c2ccc3c(Cl)c4c(nc3c2)CCCC4)CC1	6	1	1	0.1	-0.2	-6	1	106	0	-1.0
COc1ccc(S(=O)(=O)Nc2nnc(CC(C)(C)C)s2)cc1	2	-7	1	-0.1	-0.8	1	2	94	5	-3.1
Cc1nc(C)c(C(=O)C2=C(O)C(=O)N(CCCn3ccnc3)C2c2ccccc2)s1 (stereo not drawn)	4	6	-1	0.0	-0.2	-3	-1	103	-3	-2.4
Cn1c(=O)n(Cc2ccccc2)c(=O)c2c1nc1n2CCCN1CCc1ccccc1	7	-2	-5	0.6	-0.2	-3	4	95	9	1.6
CCS(=O)(=O)Nc1cccc(-c2nc3cccnc3s2)c1C	-3	1	-3	3.5	2.3	0	0	96	2	-0.3
c1ccc2c(c1)COc1c3cc4c(cc3nn1-2)OCO4	6	-44	-12	0.0	-3.3	0	-3	97	8	-1.8
Nc1nonc1-n1nnc(C(=O)N/N=C/c2ccccc2O)c1CN1CCCC1	7	50	-3	0.2	0.2	4	-5	95	-4	2.5
CCOC(=O)C1=C(CC)Nc2ccccc2N/C1=N\S(=O)(=O)c1cccc(C(C)=O)c1	12	2	1	0.0	-0.4	20*	0	98	4	-3.7
Cc1cccc(OCCCN2CCOCC2)c1	5	4	-1	0.0	0.0	-4	13	97	10	0.0
Cc1ccc(-c2nc(CN3CCN(c4cnccn4)CC3)c(C)o2)o1	-5	2	-2	-0.2	1.1	-2	0	99	24	0.2
CC(C)C[C@H]1CN(CCCC[C@@H]2CNC(=O)C(=O)N2Cc2ccccc2)C(=O)C(=O)N1CCc1ccccc1	-2	x	x	0.0	-1.5	-2	-1	100	x	x
Cc1cc(NC(=O)c2cc(CC(C)C)on2)no1	0	-35	3	-0.2	0.8	0	12	99	-4	-0.5
CCOc1ccccc1NC(=O)c1cc(=O)[nH]c2ccc(S(=O)(=O)N3CCOCC3)cc12	-8	4	-2	-0.1	3.5	4	19	99	-1	-0.5
COc1ccc(-c2nonc2NC(=O)c2ccco2)cc1OC	1	4	2	-0.1	-0.1	5	2	99	7	-0.4
O=C(O)CCSC1CC(=O)N(c2ccccc2)C1=O (stereo not drawn)	-4	2	1	0.1	1.0	6	-4	102	-1	-2.4
COc1ccc(NC(=O)C(C)Oc2ccc(/C(C)=N\O)cc2)cc1 (stereo not drawn)	-5	-12	-3	-0.2	1.8	-3	0	150	-5	0.3
O=c1nc(/C=C/c2ccccc2C(F)(F)F)cc(C(F)(F)F)[nH]1	-6	-4	1	0.0	0.2	-1	4	101	7	0.0
Cc1nc(C(F)(F)F)ccc1C(=O)Nc1ccc2ccccc2n1	7	-6	-2	0.5	0.2	1	-11	96	2	-0.7
O=C1CCCN1CC(O)CS(=O)(=O)c1ccccc1 (stereo not drawn)	4	2	3	-0.2	-1.1	-1	0	97	8	1.8
COCC(=O)Nc1cccc2ccccc12	-4	-6	3	0.1	-0.1	1	-2	94	-3	-2.1
CC(C)C[C@H]1COc2cc(N3CCC[C@@H]3CO)ccc2S(=O)(=O)N1	-12	x	x	-0.2	1.1	-2	-8	94	x	x
O=C(NNS(=O)(=O)c1ccc(Cl)cc1)c1cccc(S(=O)(=O)N2CCOCC2)c1	0	0	1	-0.1	-0.1	2	12	98	10	-1.7
CC(C)CCNC(=O)c1c(CSc2ccc(Cl)cc2)noc1C(=O)NCc1ccccc1	-8	-6	4	0.0	-2.5	-8	4	93	4	0.1
COc1ccc(Cl)cc1NC(=S)N1CCCC1	-4	7	-3	0.5	-1.2	0	-3	97	6	-2.5
COC(=O)c1ccc(C(=O)O)nc1	-3	2	2	-0.1	0.4	1	7	103	13	3.7
Cc1cc(=O)oc2cc(NC(=S)NCc3cccnc3)ccc12	5	-5	2	0.2	2.4	1	-8	95	-5	-2.8
O=C(CCc1ccc(S(=O)(=O)NCCc2ccccc2)cc1)N1CCN(Cc2ccc3c(c2)OCO3)CC1	9	-7	-7	0.0	3.0	12	0	95	2	1.0
O=C(CSc1ncnc2nc[nH]c12)NCCc1ccccc1	6	-5	1	-0.4	-3.1	1	-3	107	13	0.6

(continued)
SMILES	ABHD5 PLIN5 PPI	Cardio protect	Glyco luc inh	aDG glyco up	hiPSC survival	m5-HT2A agonist	Granule exo inh	ABCB6 inh MLPCN	MC4R antagonist	MC4R barr agon
CC(C)OC(=O)N(C)C[C@@H]1OCc2cnnn2CCCC(=O)N([C@@H](C)CO)C[C@H]1C	-3	-3	3	0.1	-1.8	5	-6	107	1	-1.1
O=C(Nc1ccc(Br)cc1Br)c1cccc2c1C(=O)N(C1CCCCC1)C2	-2	-9	-1	0.1	-0.5	-3	1	99	1	-2.0
CC1CCN(C(=O)COC(=O)c2nn(C)c(=O)c3ccccc23)CC1	-9	3	-5	-0.2	-0.4	-2	1	101	-6	-2.3
COc1cccc(CC(=O)OCC(=O)N2CCN(c3ccc(F)cc3)CC2)c1	4	1	1	0.5	-0.6	0	13	93	5	-4.0
CC1CN(S(=O)(=O)c2cccc(-c3csc(-c4ccccc4)n3)c2)CC(C)O1 (stereo not drawn)	-7	-20	-4	0.3	0.8	-4	26	94	10	-3.5
CCOC(=O)CSc1ncccn1	4	-1	1	-0.1	0.1	2	3	100	0	-1.0
c1ccc2c(c1)[nH]c1c(N3CCC4(CC3)OCCO4)ncnc12	2	-19	-2	1.2	-2.3	4	3	100	4	-1.6
CC1CC1C(=O)OCC(=O)NCc1ccccc1Cl (stereo not drawn)	-2	6	0	-0.1	1.7	5	0	94	3	0.4
CC(C)NC(=O)COc1coc(CN2CCN(C(=O)c3ccco3)CC2)cc1=O	5	-1	4	0.3	-0.6	1	-3	95	8	-3.6
